# Bioassay records (PubChem)
# GAA glycogen = inhibitors or activators of human alpha-glucosidase glycogen cleavage; recombinant GAA, glycogen substrate, Amplex Red glucose oxidase fluorescence; Potency, µM (titrated, usually from 76.4 µM), for the others: at the highest dose activity change, negative = inhibition, most hits filed as inhibitors; actives 0.38% (n = 300,000); AID 2100;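 further: 0% = full enzyme reaction and -100% = no-enzyme basal signal; the screen sought inhibitors and activators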
#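 Recombinant human enzyme (4 nM); glycogen substrate; 37 C, 40 min, pH 5.0. Readout: coupled glucose oxidase/Amplex Red fluorescence.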
# GLA spleen mod = alpha-galactosidase A (human) modulation | P06280 | Potency, µM (doses to about 80 µM), for the others: at the highest dose activity change, negative = inhibition, most hits filed as inhibitors | AID 2107 | human spleen homogenate, 4MU-alpha-Gal fluorescence, 40 min | actives 0.008% (n = 240,000);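 further: 0% = enzyme with vehicle and -100% = no enzyme basal signal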
#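 Human spleen homogenate (1 ug) as enzyme source, 4-methylumbelliferyl-alpha-D-galactopyranoside 1 mM final, citrate/phosphate pH 5.0 with 0.01% Tween-20. Compounds 40 min at 37C, NaOH/glycine stop; fluorescence Ex 365/Em 440, Hill-fit AC50.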
# aGlu spleen mod = inhibits or activates alpha-glucosidase in human spleen homogenate. actives 0.006% (n = 240,000). human spleen homogenate, 4-MU-alpha-glucoside fluorescence. Potency, µM (top dose mostly 79.9 µM), for inactives: top-dose activity change, negative = inhibition, hits mostly inhibitors. P10253. AID 2112;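 further: 0% = enzyme with vehicle and -100% = no enzyme basal signal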
#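 Enzyme source: human spleen homogenate, 1 ug/well. Buffer 50 mM citric acid/K phosphate pH 5.0, 0.01% Tween-20. 4-MU-alpha-glucoside 1 mM; 37 C x 40 min; NaOH/glycine stop; fluorescence.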
# HTT ATP protect = protects HTT-Q103 PC12 cells, measured by ATP; PC12 HTT-Q103 induced, cytoprotection, ATP luminescence, 40 h; Potency, µM (series often up to 56.4 µM), inactives show cytoprotection (ATP increase), actives largely listed as activators; actives 0.14% (n = 230,000);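 further: % of control where 0% means no effect; nearly all actives have a fitted effect of over 45% in size; toxic huntingtin expression switched on by the ecdysone agonist tebufenozide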
#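 Compounds were screened for protection of PC12 cells against cell death after tebufenozide induction (100 nM final) of mutant Huntingtin exon 1 (Q103) fused to GFP.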
# Active calls of the source: *; ? = inconclusive; . = no result given; & = joins results of further samples; [ ] = another dose, or the depositor's remark. The call rests on the fitted dose curve; in most records, active means well fitted curve in the direction sought with a large enough effect; inconclusive means small, poorly fitted or top-dose-only effect, or another doubt; inactive means no such curve, though single readings can be large; an effect the other way counts as inactive or inconclusive. Potency means the concentration at half of the fitted maximal effect.
# Preview:
smiles | aGlu spleen mod | HTT ATP protect | GAA glycogen | GLA spleen mod
Cc1nnc(N/N=C/c2ccccc2C(F)(F)F)n1N | . | . | -2.3%[76.3 µM] | .
COc1ccc(C2=NS(=O)(=O)N(C)C(C(=O)Nc3ccc4c(c3)OCO4)=C2)cc1OC | . | . | -17.6%[76.3 µM] | .
COCCn1c(SCC(=O)Nc2ccccc2OC)nnc1-c1ccco1 | . | . | -7.3% | .

# Main list, from the first entry:
smiles | aGlu spleen mod | HTT ATP protect | GAA glycogen | GLA spleen mod
Cc1nnc(N/N=C/c2ccccc2C(F)(F)F)n1N | . | . | -2.3%[76.3 µM] | .
COc1ccc(C2=NS(=O)(=O)N(C)C(C(=O)Nc3ccc4c(c3)OCO4)=C2)cc1OC | . | . | -17.6%[76.3 µM] | .
COCCn1c(SCC(=O)Nc2ccccc2OC)nnc1-c1ccco1 | . | . | -7.3% | .
CCN(CC)c1ccc(/C=N/NC(=O)CNC(=O)c2ccc3c(c2)OCCO3)cc1 | . | . | -7.3% | .
CCOC(=O)N1CCN(C(=O)c2cc3ccc(OC)cc3[nH]2)CC1 | . | . | -7.6% | .
Cc1cccc(NC(=O)NNC(=O)c2ccc3ccccc3c2O)c1 | . | . | ? | .
Clc1ccc(OCCN2CCOCC2)cc1 | . | . | -0.7%[76.3 µM] | .
Cc1cccc(-c2oc3ccccc3c2-c2ccc3c(c2)OCO3)c1 | . | . | 13.2%[76.3 µM] | .

# (list continues)
smiles | aGlu spleen mod | HTT ATP protect | GAA glycogen | GLA spleen mod
NC(=O)CC(NC(=O)c1ccccc1)c1ccc(N2CCN(c3ccccc3)CC2)c([N+](=O)[O-])c1 (stereo not drawn) | . | . | 14.9%[76.3 µM] | .
CCOC(=O)C1CCN(C(=O)C(=O)Nc2ccc3nc4n(c(=O)c3c2)CCCCC4)CC1 | . | . | 24.2%[76.3 µM] | .
COc1ccc(S(=O)(=O)N2CCN(C)CC2)c(C)c1 | . | . | 13.0%[76.3 µM] | .
S=C1SCN(Cc2ccccc2)CN1Cc1ccccc1 | . | -67.8%[inhibitor] | 5.5% | .
O=C(NCN1CCOCC1)c1cnccn1 | . | -31.1%[inhibitor] | -0.5%[76.3 µM] | .
O=C(Nc1ncc([N+](=O)[O-])s1)c1cccs1 | . | -231.7%[inhibitor] | 15.1%&6.1%[76.3 µM] | .
O=C(O)c1ccc(C(=O)Nc2cccc3ccccc23)c(C(=O)O)c1 | . | -11.9%[10 µM] | 1.4%[76.3 µM] | .
COC(=O)Cn1c(CN2CCOCC2)nc2c1c(=O)n(C)c(=O)n2C | . | -2.9% | 8.6%[76.3 µM] | .

# Further records follow:
smiles | aGlu spleen mod | HTT ATP protect | GAA glycogen | GLA spleen mod
CCc1nnc(NS(=O)(=O)c2ccc(N)cc2)s1 | . | ? | 18.4%[76.3 µM] | .
CN1CCCC(CN2c3ccccc3Sc3ccccc32)C1 (stereo not drawn) | . | -40.9%[inhibitor] | -3.4%[76.3 µM] | .
COC(=O)C1=C[C@@H](C(=O)OC)C2C3=C(C(=O)[C@@]2(C)NC(=O)c2ccccc2)[C@H](C)n2c(=O)n(-c4ccccc4)c(=O)n2[C@@H]3C1 (stereo partly drawn) | 3.2% | . | . | 0.1%
C=C1CC2C(=O)N(Cc3ccccc3)C(C(=O)OCC)(C(=O)OCC)C1N2C(=O)OC(C)(C)C (stereo not drawn) | -4.7% | . | . | 6.1%
CC(C)c1cc(C(C)C)c(S(=O)(=O)Nc2cccc3cccnc23)c(C(C)C)c1 | 8.4% | . | . | 0.5%
CN(C)C(=O)Nc1ccc(Oc2ccc(Cl)cc2)cc1 | 0.6% | . | . | -1.8%
O=C(O)c1ccc2c(c1)C(=O)N([C@H](Cc1c3ccccc3cc3ccccc13)C(=O)O)C2=O | 5.6% | . | . | 5.2%
NCCc1cnc(-c2cccc(C(F)(F)F)c2)[nH]1 | 0.5% | . | . | 5.9%

# Next part
smiles | aGlu spleen mod | HTT ATP protect | GAA glycogen | GLA spleen mod
CC(=O)N[C@@H](CC(C)C)C(=O)N[C@@H](CC(C)C)C(=O)N[C@H](C=O)CCCN=C(N)N | 2.7% | . | . | -8.8%
O=C(Nc1ccc([N+](=O)[O-])cc1O)Nc1ccccc1Br | 12.5% | . | . | -9.6%
O=C1c2cccc(O)c2C(=O)c2c(O)cc(CO)cc21 | 0.3% | . | . | 9.3%
C=C1CCN(C(CC(C)C)C(=O)NCc2cc(OC)c(OC)c(OC)c2)S(=O)(=O)c2ccccc21 (stereo not drawn) | -1.0% | . | . | -16.2%
C[C@@H]1C(=O)O[C@H]2C[C@@]34[C@H]5C[C@@H](C(C)(C)C)[C@]36[C@H](OC(=O)[C@H]6O)O[C@]4(C(=O)O5)[C@]21O | -1.4% | . | . | 6.8%
C=C(C)C(=O)OCCOCC | 2.6% | . | . | 0.3%
COc1cc(-c2oc3cc(O)cc(O)c3c(=O)c2O[C@@H]2O[C@H](CO)[C@@H](O)[C@H](O)[C@H]2O)ccc1O | -1.1% | . | . | 3.1%
CC[C@H](C)[C@H](NC(=O)[C@H](CC(=O)O)NC(=O)[C@H](CC(N)=O)NC(=O)[C@@H](NC(=O)[C@H](CCCNC(=N)N)NC(=O)[C@@H](NC(=O)[C@@H](NC(=O)[C@@H](NC(=O)[C@@H](NC(=O)[C@H](CCCCN)NC(=O)[C@@H](NC(=O)[C@H](CC(C)C)NC(=O)[C@@H](NC(=O)[C@H](CCCCN)NC(=O)[C@@H](NC(=O)[C@H](CC(=O)O)NC(=O)[C@H](CC(=O)O)NC(=O)[C@H](CCC(N)=O)NC(=O)[C@@H](NC(=O)[C@H](CCCCN)NC(=O)[C@H](CCC(N)=O)NC(=O)[C@@H](NC(=O)[C@@H]1CCCN1C(=O)[C@@H](N)C(C)C)[C@@H](C)CC)C(C)C)[C@@H](C)O)[C@@H](C)O)[C@@H](C)CC)[C@@H](C)O)[C@@H](C)CC)C(C)C)[C@@H](C)O)[C@@H](C)CC)C(=O)N[C@@H](CO)C(=O)N[C@@H](Cc1cnc[nH]1)C(=O)N[C@H](C(=O)N[C@@H](CCC(N)=O)C(=O)N[C@@H](CO)C(=O)N[C@H](C(=O)N[C@@H](CO)C(=O)N[C@@H](CO)C(=O)N[C@@H](CCCCN)C(=O)N[C@@H](CCC(N)=O)C(=O)N[C@@H](CCCCN)C(=O)O)C(C)C)[C@@H](C)O | -2.5% | . | . | 8.9%

# Further results follow.
smiles | aGlu spleen mod | HTT ATP protect | GAA glycogen | GLA spleen mod
CCCCCCCC/C=C/CCCCCCCC(=O)NCCOP(=O)(O)O | -10.3% | . | . | 11.1%
COC(=O)c1ccc(-c2ccc(C3C4C=CCC(C)C4C(=O)N3Cc3ccccc3)c(F)c2)cc1 (stereo not drawn) | -5.5% | . | . | 2.4%
CC[C@H](C)[C@H](NC(=O)[C@H](Cc1ccc(O)cc1)NC(=O)[C@@H](NC(=O)[C@@H](N)CCCN=C(N)N)C(C)C)C(=O)N[C@@H](Cc1cnc[nH]1)C(=O)N1CCC[C@H]1C(=O)N[C@@H](Cc1ccccc1)C(=O)O | 1.7% | . | . | -0.7%
CCCC[C@H](NC(=O)[C@@H]1CCCN1C(=O)[C@H]1CCCN1C(=O)[C@H](Cc1ccccc1)NC(=O)[C@@H](Cc1c[nH]c2ccccc12)NC(=O)[C@H](C)NC(=O)[C@H](CCCN=C(N)N)NC(=O)OC(C)(C)C)C(N)=O | 2.3% | . | . | -7.6%
CC(C)C[C@H](NC(=O)[C@@H](N)Cc1ccccc1)C(=O)N[C@@H](Cc1ccccc1)C(=O)N[C@@H](CCC(N)=O)C(=O)N1CCC[C@H]1C(=O)N[C@@H](CCC(N)=O)C(=O)N[C@@H](CCCN=C(N)N)C(=O)N[C@@H](Cc1ccccc1)C(N)=O | -3.1% | . | . | -2.8%
Cc1noc(C)c1-c1ccc2ncnc(NCc3ccc(C(F)(F)F)cc3)c2c1 | 7.5% | . | . | 10.3%
CC(=O)N[C@H]1CSSC[C@@H](C(=O)N2CCC[C@H]2C(=O)N2CCC[C@H]2C(=O)N[C@@H](CCCCN)C(=O)N[C@@H](CC(=O)O)C(N)=O)NC(=O)CNC(=O)[C@H](Cc2c[nH]c3ccccc23)NC(=O)[C@H](CCCNC(=N)N)NC(=O)[C@@H](Cc2ccc3ccccc3c2)NC(=O)[C@H](Cc2cnc[nH]2)NC(=O)[C@H](CCC(=O)O)NC1=O | 0.0% | . | . | -8.5%
COc1ccc(-c2ccc(OC)c(C3C4C=CCC(C)C4C(=O)N3Cc3ccccc3)c2)cc1OC (stereo not drawn) | -3.4% | . | . | 4.7%

# Further entries.
smiles | aGlu spleen mod | HTT ATP protect | GAA glycogen | GLA spleen mod
C=C1C(=O)OC2C=C(C)CCC=C(C)CCC12 (stereo not drawn) | 3.3% | . | . | 17.9%
Nc1sc2c(c1C(=O)c1ccc(Cl)cc1)CCCC2 | -5.5% | . | . | -4.7%
Cc1ccc(SCC(Cc2ccccc2)N2CCN(CC(C)C)CCC2=O)cc1 (stereo not drawn) | -4.5% | . | . | 0.6%
CC(C)(C)OC(=O)N1CCCC1C(=O)NC1COC2CC(n3cc(F)c(=O)[nH]c3=O)OC12 (stereo not drawn) | -7.0% | . | . | 0.3%
CNc1ccc(C(=O)Oc2cc(O/N=[N+](\[O-])N(C)C)c([N+](=O)[O-])cc2[N+](=O)[O-])cc1 | -6.1% | . | . | -3.5%
CC(=O)Nc1ccn(C2CC3OCC(NC(=O)C(NC(=O)OC(C)(C)C)C(C)OCc4ccccc4)C3O2)c(=O)n1 (stereo not drawn) | 5.4% | . | . | -6.0%
CCC(=O)CC | 2.1% | . | . | 6.8%
COc1ccc(C2/C=C\CN(S(=O)(=O)c3ccc(C)cc3)C(C)C(=O)N2Cc2ccc(F)cc2)cc1 (stereo not drawn) | -2.5% | . | . | -2.5%

# Additional structures:
smiles | aGlu spleen mod | HTT ATP protect | GAA glycogen | GLA spleen mod
COc1ccc(C2/C=C\CN(S(=O)(=O)c3ccc(C)cc3)C(Cc3ccccc3)C(=O)N2Cc2ccc(F)cc2)cc1 (stereo not drawn) | 1.1% | . | . | 2.0%
COc1ccc(CNS(=O)(=O)c2ccc(C)cc2)cc1 | 1.8% | . | . | 8.6%
Brc1c(Br)c(Br)c2[nH]cnc2c1Br | 3.3% | . | . | 7.4%
CC[C@H](C)[C@H](N)C(=O)N[C@H](C(=O)N[C@@H](CO)C(=O)N[C@@H](C)C(=O)N[C@H](C(=O)N[C@H](C(=O)NCC(=O)N[C@H](C(=O)N[C@@H](CC(C)C)C(=O)O)[C@@H](C)CC)C(C)C)C(C)C)[C@@H](C)CC | -5.0% | . | . | -5.3%
CC[C@H](C)[C@H](NC(=O)[C@H](Cc1ccc(O)cc1)NC(=O)[C@@H](NC(=O)[C@H](CCCN=C(N)N)NC(=O)[C@@H](N)CC(=O)O)C(C)C)C(=O)N[C@@H](Cc1cnc[nH]1)C(=O)N1CCC[C@H]1C(=O)N[C@@H](Cc1ccccc1)C(=O)N[C@@H](Cc1cnc[nH]1)C(=O)N[C@@H](CC(C)C)C(=O)O | -1.2% | . | . | -19.6%
CC(C)C[C@H](NC(=O)[C@H](CO)NC(=O)CNC(=O)[C@H](CCCCN)NC(=O)[C@H](CCCN=C(N)N)NC(=O)[C@H](C)NC(=O)[C@H](Cc1ccccc1)NC(=O)[C@@H](N)CCCN=C(N)N)C(=O)N[C@@H](CCCN=C(N)N)C(=O)N[C@@H](CCC(N)=O)C(=O)N[C@@H](CCCCN)C(=O)N[C@@H](CC(N)=O)C(=O)N[C@H](C(=O)O)C(C)C | -1.3% | . | . | 7.7%
CN1C(=O)C[C@H](C(=O)O)[C@@H]1c1cccnc1 | -10.7% | . | . | 11.9%
O=[N+]([O-])c1ccc2c(c1)S(=O)(=O)C=C2 | 9.5% | . | . | 2.4%

# The list continues.
smiles | aGlu spleen mod | HTT ATP protect | GAA glycogen | GLA spleen mod
C[C@H](NC(c1cccc2nc(O)c(O)nc12)P(=O)(O)O)c1ccc(Br)cc1 (stereo partly drawn) | 0.0% | . | . | -13.0%
O=C1NC(=O)c2c1c(-c1ccccc1)cc1[nH]c3ccc(O)cc3c21 | -27.4% | . | . | 1.9%
OC1OC[C@H](O)[C@@H](O)[C@@H]1O (stereo partly drawn) | -15.5% | . | . | -4.3%
CC(C)c1onc(-c2c(Cl)cccc2Cl)c1COc1ccc(/C=C/c2cccc(C(=O)O)c2)c(Cl)c1 | 7.0% | . | . | 11.3%

# Not all compounds are listed; the hit share may differ from the screen's.
